# Screens from PubChem.
# GPR55 antagonists: GPR55 antagonists blocking LPI-driven arrestin recruitment, primary screen, imaging, U2OS, beta-arrestin-GFP, LPI agonist (AID 2013) | G-protein coupled receptor 55 (Homo sapiens) | U2OS GPR55 beta-arrestin-GFP translocation imaging, LPI antagonism; higher % means a stronger effect | one-dose inhibition, % at 10 µM; IC50 in µM for titrated hits | 290,000 tested, 0.13% active;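 active means spots per cell inhibited over 60%, with over 100 cells counted and total cytoplasm intensity under 500,000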;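 further: U2OS cells stably carrying GPR55 and arrestin-GFP stimulated by 5 µM LPI near EC80; imaged beta-arrestin-GFP aggregate spots per cell after agonist stimulation; plate controls were LPI-stimulated DMSO wells for no effect and DMSO wells without LPI for full effect; some results filed as inactive read as strong as hits; confirmed hits need IC50 under 10 µM and bright autofluorescent wells are also inconclusive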
# NOD1 inhibition: NOD1 signaling inhibitors, primary screen, cell-based, luminescence, uHTS (AID 1578). NOD1-driven NF-kB luciferase reporter cells, luminescence; higher % means a stronger effect. one-dose inhibition, % at 4 µM; EC50 in µM for titrated hits. 290,000 tested, 1% active; in the data active means inhibition mostly above about 36%, no sharp cut-off; inactive means mostly below about 34%;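 further: HEK-293T reporter cells stimulated with the NOD1 agonist gamma-tri-DAP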
# SIAH1 antagonists: Siah-1 peptide-binding antagonists, primary screen, biochemical, fluorescence polarization, rhodamine-plectin, uHTS (AID 1817) | E3 ubiquitin-protein ligase SIAH1 (Homo sapiens) | Siah-1 / rhodamine-plectin peptide fluorescence polarization; higher % means a stronger effect | one-dose displacement, % at 20 µM; IC50 in µM for titrated hits | 290,000 tested, 0.02% active;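 active means displacement of at least 50% at 20 µM, with a fluorescence ratio check between 0.3 and a set limit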;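 further: plate controls were Siah plus tracer with DMSO for no effect and tracer alone without Siah for full effect; strong numbers were not always called active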
# AID2073: inhibitors of Mint1-CaV2.2 protein interaction, biochemical, HTRF (AID 2073); HTRF protein-protein interaction, Mint1-CaV2.2; higher % means a stronger effect; inhibition, % at 20 µM; hits with a dose series show IC50 in µM; 290,000 tested, 0.19% active; in the data active means inhibition mostly above about 51%, no sharp cut-off; further: some results filed as inactive read as strong as hits
# KOR beta-arrestin-1: KOR antagonists, beta-arrestin recruitment, cell-based, luminescence, uHTS (AID 1778). Kappa-type opioid receptor (Homo sapiens). 290,000 tested, 0.091% active. KOR beta-arrestin recruitment, luminescence, antagonist mode; higher % means a stronger effect. inhibition, % at 10 µM, or IC50 in µM where a hit was titrated; in the data active means inhibition above about 50%; further: strong numbers were not always called active
# GPR35 antagonists: GPR35 antagonists blocking zaprinast-driven arrestin recruitment, primary screen, imaging, U2OS, beta-arrestin-GFP, zaprinast agonist (AID 2058); G-protein coupled receptor 35 (Homo sapiens); U2OS GPR35 beta-arrestin-GFP translocation imaging, zaprinast antagonism; higher % means a stronger effect; inhibition, % at 10 µM; hits with a dose series show IC50 in µM; 290,000 tested, 0.052% active;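 active means inhibition of at least 50% with at least 30 cells and total cytoplasm GFP at most 10,000,000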
# KOR beta-arrestin-2: KOR agonists, beta-arrestin recruitment, primary screen, cell-based, luminescence, uHTS (AID 1777). KOR beta-arrestin recruitment, luminescence; higher % means a stronger effect. 280,000 tested, 0.02% active. activation, % at 10 µM; hits with a dose series show EC50 in µM; in the data active means activation above about 50%, passing the limit was not always enough; further: a part of the inactive calls stands beside numbers as strong as those of hits
# GPR55 beta-arrestin: GPR55 agonists via beta-arrestin recruitment, primary screen, imaging, U2OS cells, beta-arrestin-GFP redistribution (AID 1961). U2OS GPR55 beta-arrestin-GFP redistribution imaging; higher % means a stronger effect. activation, % at 10 µM, or EC50 in µM where a hit was titrated. 290,000 tested, 0.048% active;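 active means activation above 40% with more than 50 cells counted in the well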;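 further: U2OS osteosarcoma cells stably expressing GPR55 and beta-arrestin-GFP; plate controls were DMSO negative control for no effect and LPI positive control for full effect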
# HIV fusion peptide: inhibitors of HIV fusion peptide binding, primary screen, biochemical, uHTS, fluorescence dequenching (AID 1986); inhibition, % at 20 µM; hits with a dose series show IC50 in µM; 290,000 tested, 0.3% active; cell-free peptide binding, fluorescence dequenching, 30 min; higher % means a stronger effect; in the data active means inhibition mostly above about 52%, no sharp cut-off; inactive means mostly below about 76%; further: some results filed as inactive read as strong as hits
# Active calls of the source: *; nt = no result given; [ ] = another dose, or the depositor's remark. These rows are one share of the data; rates above refer to the full screens.
# Below each compound: KOR beta-arrestin-1 | SIAH1 antagonists | HIV fusion peptide | GPR55 antagonists | KOR beta-arrestin-2 | AID2073 | GPR35 antagonists | NOD1 inhibition | GPR55 beta-arrestin
COc1cccc(C2=NOC(C(=O)NCc3ccccn3)C2)c1 (configuration not stated)
→ 1% | -4% | 0.7% | 4% | -2.3% | 10% | 18% | 14% | 0.3%
C/C(CC(=O)NC1CCCCCC1)=N\NC(=O)c1cnccn1
→ -31% | 0% | -2.2% | -8% | 4.1% | -3% | 1% | -36% | -0.5%
COc1cccc(C(O)c2nccn2Cc2ccccc2)c1OC (configuration not stated)
→ 5% | 2% | 1.0% | -2% | -1.6% | 11% | -14% | -10% | 1.0%
Cn1c2c(c(=O)n(C)c1=O)CN(Cc1ccco1)CN2
→ 15% | 3% | 1.3% | 9% | 1.4% | -5% | -6% | 1% | -0.3%
COCCn1cnnc1SCC(=O)Nc1cccc(S(=O)(=O)N(C)c2ccccc2)c1
→ -24% | -3% | -1.4% | 4% | 1.5% | 2% | 4% | 3% | 0.1%
CCSC(C)CC1C/C(=N/O)c2c(CC)noc2C1 (configuration not stated)
→ -23% | -5% | -1.9% | 19% | -0.6% | 2% | 21% | -3% | -0.1%
C=CCNC(=S)NC(=O)c1ccc(C)c(Br)c1
→ -24% | 4% | -1.7% | 1% | 4.0% | -7% | -9% | -4% | 0.2%
CCn1c(O)c(C=Nc2ccccc2)oc1=S
→ 9% | 0% | 16% | 7% | -2.2% | 16% | 3% | -23% | -1.0%
Cc1ccc(-n2nc(C)c3c2OC(N)=C(C#N)C3c2ccccc2F)cc1 (configuration not stated)
→ -28% | -1% | 2.3% | 10% | 2.9% | 9% | 2% | 14% | -2.3%
Nc1nc(SCc2ccccc2)[nH]c(=O)c1-c1ccccc1
→ 24% | 1% | -1.7% | -11% | -0.2% | -5% | -8% | nt | -0.3%
CCc1ccc(NC(=S)NCC2CCCN2CC)cc1 (configuration not stated)
→ 10% | -4% | -1.6% | 16% | -5.8% | -9% | 8% | -21% | 0.0%
N#CCCN(Cc1cccnc1)C(=O)Nc1ccc(Cl)c(Cl)c1
→ -14% | 3% | 3.3% | -10% | -1.5% | 15% | -9% | -16% | -0.5%
c1cc2c3c(cccc3c1)C(N1CCOCC1)=N2
→ -15% | 1% | 7.3% | -5% | 0.9% | -35% | 5% | 0% | -0.1%
Cc1cc(C)nc(NC(=NCCc2c[nH]c3ccccc23)NC(=O)C(C)(C)C)n1
→ -7% | 6% | 1.2% | 8% | 2.5% | -16% | -4% | 0% | 0.4%
CC(=O)N1CCN(c2ccc(NCc3ccc(C(C)C)cc3)cc2)CC1
→ -8% | -1% | 3.5% | -10% | -6.5% | -3% | 11% | 24% | -0.1%
COc1ccc(Cc2noc(CN3CCN(Cc4csc(C)n4)CC3)n2)cc1OC
→ -14% | 0% | 1.0% | -7% | -5.9% | 1% | -11% | -40% | 0.0%
O=C(Nc1ccc(S(=O)(=O)NC2=NCCCCC2)cc1)c1ccccc1Cl
→ 38% | 3% | 1.6% | -4% | -0.1% | 1% | -5% | 1% | -0.1%
CC(C)CC(=O)Nc1nnc(S(=O)(=O)N(C)Cc2ccco2)s1
→ -16% | -4% | 5.9% | 13% | -4.2% | 4% | -8% | -26% | -0.2%
COc1ccccc1-c1noc(-c2ccccc2C(=O)NCC2CCCO2)n1 (configuration not stated)
→ -2% | -1% | -1.2% | 3% | -2.4% | 1% | 7% | -4% | 2.4%
NS(=O)(=O)c1ccc(NC(=O)c2ccc(F)cc2F)c(NC(=O)c2ccc(F)cc2F)c1
→ 20% | 1% | -0.7% | 3% | -4.3% | -4% | -1% | 2% | -0.2%
CC(C)C(=O)N(Cc1ccccc1)S(=O)(=O)c1ccc2c(c1)oc(=O)n2C
→ 8% | -2% | 17% | 13% | -1.5% | -3% | 8% | -8% | 0.7%
CC(=O)Nc1cccc(NC(=O)CCNC(=O)c2ccc(Cl)cc2)c1
→ -22% | 10% | 0.6% | 12% | -5.0% | -4% | 23% | 0% | 0.0%
CSc1cccc(NC(=O)C2CCN(S(=O)(=O)c3cnc[nH]3)CC2)c1
→ -20% | -3% | 1.2% | 8% | 5.6% | 7% | 16% | -32% | 0.0%
COc1ccccc1N1CCN(C(=O)c2ccc(Cl)c(S(=O)(=O)N3CCCC3)c2)CC1
→ -1% | -10% | -1.0% | -9% | -3.1% | -3% | 13% | 6% | 1.1%
COc1cccc(-n2c(Cc3cc(=O)[nH]c(=O)[nH]3)nnc2SCC(=O)NC2CCCC2)c1
→ 17% | 5% | 1.2% | 0% | -3.3% | -5% | 2% | 8% | -0.1%
Cc1ccc(C(C)C)c(OCC(O)CN2CCc3ccccc3C2)c1 (configuration not stated)
→ -32%[20 µM] | 0% | -0.1% | 2% | 0.3% | 5% | -10% | 51% | 0.6%
COC(=O)c1[nH]c2cc(OC)c(OC)cc2c1NC(=O)c1cccc(OC)c1
→ -30% | 2% | 49% | 3% | nt | -6% | -9% | 18% | -0.3%
CCOC(=O)/C=C/C(=O)OCC(=O)Nc1ccc(C)cc1
→ 11% | -2% | -0.9% | 6% | -4.4% | -5% | -5% | -24% | -0.1%
O=C(NC(=S)NCCSc1ccccc1)c1cccnc1
→ 11% | -4% | -1.8% | -14% | -3.0% | -5% | 14% | 5% | -0.2%
O=C1c2ccccc2C(=O)N1CCCP(=O)(O)CCc1ccccc1
→ 11% | 5% | 5.5% | 7% | -7.1% | 2% | 0% | -13% | -0.1%

# The listing continues:
# Below each compound: KOR beta-arrestin-1 | SIAH1 antagonists | HIV fusion peptide | GPR55 antagonists | KOR beta-arrestin-2 | AID2073 | GPR35 antagonists | NOD1 inhibition | GPR55 beta-arrestin
O=C(CC1Oc2ccc(Cl)cc2NC1=O)NC1CCCCCC1 (configuration not stated)
→ 5% | -3% | 1.2% | -2% | -1.8% | 32% | -8% | -15% | -0.1%
CCNC(=O)N1CCCC(C(=O)c2ccc(OC)c(OC)c2)C1 (configuration not stated)
→ -16%[20 µM] | -2% | 0.7% | 2% | nt | 7% | -1% | -25% | 0.2%
Cc1ccc([N+](=O)[O-])c(OCc2ncc(Cl)n2C)c1
→ -17% | -1% | -1.9% | 6% | -2.4% | 7% | -3% | -54% | -0.2%
COC(=O)c1sc(NC(=O)c2ccco2)nc1C
→ -32% | 2% | -3.0% | 8% | -10% | 1% | -7% | -19% | 0.2%
O=C(CCn1c(=O)oc2ccc(Cl)cc21)N1CCN(Cc2ccccc2)CC1
→ 12% | -4% | -1.6% | -7% | -5.3% | -1% | -11% | 3% | -0.1%
COc1ccc(N2C(=O)CCC(C(=O)c3ccccc3)=C2C)cc1
→ -22% | 4% | 1.1% | -13% | 3.8% | -6% | -6% | -28% | -1.0%
C=CCSc1nnc2n(-c3ccccc3OC)c(=O)c3c4c(sc3n12)CCC4
→ -64% | -10% | -2.3% | 3% | 5.8% | -12% | 3% | 20% | -0.4%
O=C(C1=NN[C@@H]2C(=O)N(c3cccc(F)c3)C(=O)[C@H]12)c1cnccn1
→ -7% | 10% | 3.4% | 2% | -1.8% | 0% | -3% | -9% | 0.3%
CNC(=O)c1ccc(Nc2nnc(-c3ccc(C)c(S(N)(=O)=O)c3)c3ccccc23)cc1
→ -1% | 8% | 0.7% | 1% | -4.8% | 0% | 0% | -5% | -0.3%
COc1ccc(C(=O)NCCSc2ccccc2C)cc1
→ -44%[20 µM] | -4% | 0.2% | -2% | 5.5% | 25% | -10% | -67% | -0.1%
CN(C)CCSc1nc(-c2ccccc2)nc2c1CCC2
→ -18% | 1% | 2.1% | 16% | 5.9% | 1% | -6% | -25% | 0.8%
O=C(CSCc1ccc(Br)cc1)Nc1ccc(S(=O)(=O)N2CCOCC2)cc1
→ 3% | 4% | -2.4% | 17% | 0.9% | -1% | -11% | -12% | 0.6%
Fc1ccc(CNC(=S)Nc2ccccc2Cl)cc1
→ 36% | 9% | 0.5% | -2% | -1.7% | -8% | -4% | 7% | 0.0%
O=C(O)CC(c1cccc([N+](=O)[O-])c1)N1Cc2ccccc2C1=O (configuration not stated)
→ 12% | -8% | 0.3% | 6% | -2.6% | -4% | 7% | -28% | -0.3%
Cc1c(NC(=S)N2CCN(c3ccc(F)cc3)CC2)c(=O)n(-c2ccccc2)n1C
→ 3%[20 µM] | 20% | -1.9% | 0% | -2.8% | -1% | -8% | -26% | -0.1%
Cc1cc(=O)[nH]c(SCC(=O)Nc2nnc(CC(C)C)s2)n1
→ -8% | 1% | -0.1% | 1% | 3.1% | -1% | -7% | -17% | 0.0%
CCn1cc(C(=O)OCc2ccc(F)cc2)c(=O)c2ccc(C)nc21
→ -19% | -5% | -2.8% | -10% | 1.3% | -2% | -3% | 7% | -0.1%
CCSc1nnc(NC(=O)CSc2nc3c(c(=O)n2CCOC)SC(C)C3)s1 (configuration not stated)
→ 17% | 5% | -1.7% | 5% | 2.3% | 3% | -5% | 1% | -0.1%
CCOc1ccc2cc(S(=O)(=O)N3CCOCC3)ccc2c1
→ 11% | 1% | -2.4% | 7% | -0.4% | 0% | 4% | -6% | 0.0%
COc1ccc(-n2cnc3cc(NCc4cccs4)ccc32)cc1
→ -11% | -4% | -1.0% | -9% | 4.5% | -13% | 9% | -47% | 0.4%
O=C(c1cccc(N2C(=O)C3C4C=CC(C4)C3C2=O)c1)N1CCCCCC1 (configuration not stated)
→ 14% | 6% | 3.2% | 15% | -7.6% | 5% | 0% | 1% | -0.1%
O=C(Nc1ccccc1NC(=O)c1ccccc1F)c1ccccc1F
→ -47%[20 µM] | 0% | 1.3% | -2% | -2.6% | 6% | 13% | -18% | -0.1%
O=S(=O)(CCOc1ccccc1)c1nc2ccccc2[nH]1
→ -40% | -6% | -2.4% | 2% | -6.4% | 0% | -1% | 37% | -0.1%
O=C(NN1C(=O)C2C(C1=O)C1C=CC2C12CC2)c1ccc(Cl)cc1 (configuration not stated)
→ 22% | -6% | -0.8% | -8% | 3.1% | 34% | -5% | 3% | -0.1%
Cc1ccccc1NC(=O)NCC1CCN(c2ccc(S(=O)(=O)N3CCOCC3)cc2)CC1
→ -15% | 6% | -1.0% | 15% | -3.7% | 12% | -2% | -4% | -0.2%
Cc1ccccc1C(=O)NN1C(=O)CSC1=S
→ -26% | 1% | 5.1% | -3% | 5.8% | 21% | -7% | -21% | 0.2%
Cc1ccc(C(C(=O)NCC2CCCO2)N(C(=O)c2snc(C(N)=O)c2N)c2ccc(C)c(C)c2)o1 (configuration not stated)
→ -16% | 3% | 0.9% | 11% | 0.8% | 16% | -6% | -23% | -0.2%
CCN1CCCC1CN(Cc1cc2ccc(C)cc2[nH]c1=O)C(=S)Nc1ccc(OC)cc1OC (configuration not stated)
→ -45% | -3% | 7.6% | 2% | -3.2% | 4% | 0% | -16% | -0.2%
